# RAD52 inh: RAD52 DNA annealing inhibitors, primary screen, biochemical, FRET, single point, set 2; DNA repair protein RAD52 homolog (Homo sapiens), P43351; hit rate 0.46% among 360,000; recombinant RAD52 DNA annealing, FRET fluorescence; inhibition, % at 18.7 µM;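 active means every replicate showing at least 50% inhibition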
# RAD54 branch: inhibitors of human RAD54 branch migration, primary screen, biochemical, fluorescence, single point | DNA repair and recombination protein RAD54-like (Homo sapiens), Q92698 | RAD54 Holliday junction branch migration, FAM/BHQ fluorescence | inhibition, % at 10.4 µM | hit rate 0.14% among 360,000;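 active means mean normalized replicate activity at least 40 and at least half of replicates scoring 40 or more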;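 further: 0% = median of neutral control wells and 100% = median of positive control wells; inhibitors cause a drop in the FAM fluorescence signal; in these data hits start at about 50%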
# Target sequence (Q92698 whole entry, looked up): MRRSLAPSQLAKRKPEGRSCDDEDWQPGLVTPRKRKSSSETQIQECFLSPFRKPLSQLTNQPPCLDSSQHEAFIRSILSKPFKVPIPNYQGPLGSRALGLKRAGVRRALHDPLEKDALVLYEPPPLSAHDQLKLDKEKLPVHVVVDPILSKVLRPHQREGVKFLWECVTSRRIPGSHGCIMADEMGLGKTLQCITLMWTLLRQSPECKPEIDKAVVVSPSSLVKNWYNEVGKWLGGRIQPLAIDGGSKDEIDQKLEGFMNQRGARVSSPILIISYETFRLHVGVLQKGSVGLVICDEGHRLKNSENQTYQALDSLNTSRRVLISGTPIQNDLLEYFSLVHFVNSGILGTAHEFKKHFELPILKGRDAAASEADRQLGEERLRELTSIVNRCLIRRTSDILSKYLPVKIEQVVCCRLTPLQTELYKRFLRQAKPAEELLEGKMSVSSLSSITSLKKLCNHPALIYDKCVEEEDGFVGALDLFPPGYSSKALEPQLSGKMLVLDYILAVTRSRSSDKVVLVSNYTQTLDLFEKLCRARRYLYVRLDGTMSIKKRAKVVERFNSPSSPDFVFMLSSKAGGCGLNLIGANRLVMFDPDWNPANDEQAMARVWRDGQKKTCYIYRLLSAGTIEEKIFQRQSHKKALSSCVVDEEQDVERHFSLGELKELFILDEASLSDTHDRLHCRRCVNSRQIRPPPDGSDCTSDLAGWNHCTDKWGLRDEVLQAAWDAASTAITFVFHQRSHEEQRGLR
# XiGFP reactiv: activators of inactive X chromosome reactivation, primary screen, imaging, XiGFP fibroblasts, GFP high-content imaging, set 2. XiGFP mouse fibroblasts, % GFP-positive cells imaging, 3 d; cells co-treated with 5-aza-dC sensitizer; scaled so ellipticine positive control = 100%. activation, % at 7.58 µM. hit rate 0.055% among 360,000. AID 743238, 2013;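 active means mean normalized replicate activation at least 10% and every replicate at or above 10%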;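 further: 0% = median of on-plate neutral control wells and 100% = ellipticine 6 µM median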
#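 Material: SV40-immortalized XiGFP fibroblast cells, line 68-5-11 | Buffer or medium: DMEM containing 5-aza-dC | Dosing: One concentration, pinned | Times: 3 d treatment, 15 min room-temperature fixation | Controls: Ellipticine 6 µM positive control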
# esBAF inh: Bmi1 luciferase reporter increase in mESCs, primary screen, esBAF inhibitor project, mouse ES cells, Bmi1 luciferase knock-in, single point; 24 h; 100% = twice the neutral-well signal; reporter increase, % at 12.5 µM; hit rate 2% among 350,000; in the data active means activation above about 40%;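 further: 0% = median of the plate's neutral control wells and 100% = double that signal; a rise in the Bmi1 reporter signal indicates esBAF inhibition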
# EWS-Fli block: EWS/Fli-driven NR0B1 reporter inhibitors, primary screen, A673 cells, NR0B1 luciferase, luminescence, MLPCN library | viability-normalised | inhibition, % at 12.6 µM | hit rate 0.67% among 350,000 | AID 651661, 2012;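 active means mean inhibition of at least 50% after viability correction, with every replicate also passing that limit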;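 further: firefly luciferase signal divided by Alamar Blue viability fluorescence both relative to DMSO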
# E-selectin induc: E-selectin induction in HUVECs, primary screen, imaging, HUVEC, immunofluorescence imaging, single point; AID 686992, 2013; normalized: neutral wells 0, TNF-alpha wells 100; hit rate 0.37% among 260,000; activation, % at 7.58 µM; P16581;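 active means mean E-selectin-positive cell signal at least 10% of the positive control, reached in at least 60% of replicates, without over 20% cell loss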;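 further: in these data hits start at about 27%; measured in HUVEC primary endothelial cells; signal is the percent of cells scored E-selectin positive by PE staining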
#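 assay system = HUVEC, human umbilical vein endothelial cells | input = 3,000 HUVEC seeded per well | medium = EGM-2 growth medium on 0.1% gelatin-coated wells | dosing = one compound dose added by pin transfer | signal = immunofluorescence imaging | read-out basis = % PE-positive cells | control set = TNF-alpha, DMSO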
# FN deposition inh: inhibitors of fibronectin matrix deposition, primary screen, AH1F cells, Alexa488-fibronectin fluorescence, plate reader; AH1F fibroblasts, overnight; inhibition, % at 12.6 µM; hit rate 0.086% among 350,000; AID 743247, 2014;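 active means mean inhibition across replicates of 30% or more, regardless of how many single replicates reach that level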;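 further: positive control wells lacked labelled fibronectin entirely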
#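 Schedule: 1 h cell adhesion before compound, then overnight fibronectin incubation; test system: AH1F fibroblast monolayer depositing Alexa488-labelled fibronectin into matrix; quantity: 10000 AH1F cells per well; probe or stimulus: fluorescent fibronectin at 24 nM final; signal: fluorescence, ex 485 nm, em 525 nm; evaluation: percent inhibition as loss of matrix-bound fibronectin fluorescence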
# S100A4 MyoIIA: inhibitors of S100A4-myosin IIA peptide binding, primary screen, biochemical, fluorescence polarization, TAMRA-MyoIIA peptide; inhibition, % at 10.7 µM; hit rate 0.14% among 360,000; AID 652163, 2013;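 active means mean inhibition of at least 70% across replicates, with every replicate also reaching that level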
# Target sequence (P26447 whole entry, looked up): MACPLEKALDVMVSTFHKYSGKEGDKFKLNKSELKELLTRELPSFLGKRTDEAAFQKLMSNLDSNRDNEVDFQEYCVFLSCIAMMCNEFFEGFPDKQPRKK
#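 System – human S100A4 monomer protein, biochemical binding assay · Buffer or medium – Calcium-containing HEPES buffer, pH 7.2 · Timing – 5 min between mix addition and reading · Also added – TAMRA-labelled myosin IIA heavy-chain peptide probe, 5 nM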
# Starred values were filed as active, the others as inactive; i = inactive; / = not tested or not shown; & = joins results of further samples. No enrichment for hits. About 3% of those tested had a hit in this group.
# Screens in order – RAD52 inh	RAD54 branch	XiGFP reactiv	esBAF inh	EWS-Fli block	E-selectin induc	FN deposition inh	S100A4 MyoIIA
CCN(CC)C(=O)c1ccc(CS(=O)(=O)c2ccc(OC)cc2)o1
    -13	0	0.0	-1	-2	/	1	1
Oc1ccccc1CN1CCN(C(c2ccccc2)c2ccccc2)CC1
    -7	-2	0.1	-5	19	/	5	1
CCc1ccc(CN(C)CC(=O)Nc2ccc3c(c2)CCC3)cc1
    -2	/	0.1	/	3	/	-6	1
COCCNc1ccnc2c(Cl)cccc12
    2	-8	0.0	-1	12	0.0	11	1
O=[N+]([O-])c1ccc(-c2nc(NCC3CCCO3)c3ccccc3n2)cc1 (configuration not stated)
    -9	/	0.1	-4	-4	0.0	2	-4
COc1ccc(CC(=O)N/N=C/c2cc(Br)cs2)cc1OC
    -4	3	0.1	2	-11	/	10	2
Cc1nn(-c2ccccc2)c(Cl)c1C(=O)N(C)CC(=O)Nc1cccc(F)c1
    -9	/	-0.1	/	5	/	7	-3
COc1cccc(CNC(=O)CN(C)S(=O)(=O)c2ccc(Br)s2)c1
    -11	0	0.3	9	1	0.2	7	-5
C[C@H]1CN([C@@H](C)CO)C(=O)Cc2cc(N(C)C)ccc2O[C@@H]1CN(C)Cc1ccc(Oc2ccccc2)cc1
    23	-20	-1.3	1	1	-4.2	/	-1
COc1ccc(N2CCN(C(=O)CNC(=O)c3ccc(Br)o3)CC2)cc1
    i	-10	0.5	1	1	-0.1	/	-11
Cc1ccc(C(=O)OCC(=O)NC2CC2)s1
    -7	2	0.1	-8	3	-0.1	-5	-2
Cc1nc(SCC(=O)NC(C)(C#N)C2CC2)c2c(-c3cccs3)csc2n1 (configuration not stated)
    -33	/	0.1	/	10	-0.7	2	-5
Cc1nc2cc(NC(=O)N3CCC(c4ccccc4)C3)ccc2n1C (configuration not stated)
    -3	10	/	54*	-73	/	/	-5
O=C(C[C@H]1CC[C@@H]2[C@H](COC[C@H](O)CN2S(=O)(=O)c2ccc(F)cc2)O1)NCC1CCCCC1
    59*	4	0.1	-4	5	0.2	-4	-4
C/C(=N\OCC(=O)Nc1c(C)cc(C)cc1C)c1ccc2c(c1)OCCO2
    -6	-1	0.0	-3	5	-0.1	3	2
CCCc1cc(C(=O)N2CCCC(Nc3ccc(C)c(C)c3)C2)n(C)n1 (configuration not stated)
    -13	10	0.0	-6	/	0.8	3	-1
CCN(CC(=O)Nc1c(F)cccc1F)C(=O)CNC(=O)c1ccc(Br)o1
    -13	-18	-0.1	-2	-5	0.0	-3	-4
Cc1c(C(=O)CN2CCCC(C)(C)C2)c2ccccc2n1C
    -7	-2	0.3	11	2	/	4	0
CN1C(=O)c2cc(NS(C)(=O)=O)ccc2OC[C@H]2O[C@H](CC(=O)O)CC[C@H]21
    4	4	0.2	-1	2	0.0	-4	2
CN(c1ccccc1C(=O)N1CCN(c2ccccc2F)CC1)S(=O)(=O)c1ccccc1
    -12	8	-0.1	5	0	-0.3	/	0
COc1ccc2c(c1)-c1nc(/N=C/c3c(O)ccc4ccccc34)sc1CC2
    -8	/	0.2	/	5	1.3	6	-2
NS(=O)(=O)c1ccc(CCNC(=O)c2ccccc2Cc2ccccc2)cc1
    -7	4	0.0	1	/	0.4	10	-1
Cc1ccc(OCc2cc(C(=O)N3CCc4sccc4C3)no2)cc1C
    -22	7	0.5	6	-23	-0.4	/	-3
CCCCn1c(N)c(N(CCOC)C(=O)CN2c3ccccc3CC2C)c(=O)[nH]c1=O (configuration not stated)
    -52	/	0.2	/	-5	0.0	1	-58
CCOC(=O)c1ccc(NC(=O)C2CC3CCC2C3)cc1 (configuration not stated)
    -26	3	0.2	/	-105	/	-5	-29
C[C@H](CO)N1C[C@H](C)[C@@H](CN(C)C)Oc2cc(C#Cc3ccc(F)cc3)ccc2S1(=O)=O
    13	-3	-0.7	-2	43	1.3	-3	-5
COc1ccccc1-c1ccc2c(c1)O[C@@H](CN(C)S(=O)(=O)c1ccccc1)[C@H](C)CN([C@@H](C)CO)S2(=O)=O
    3	-2	-0.1	18	19	-0.2	7	3
C[C@H](CO)N1C[C@H](C)[C@H](CN(C)Cc2ccccc2)Oc2ccc(NS(=O)(=O)c3ccc(F)cc3)cc2C1=O
    5	-8	-1.0	-2	9	0.0	/	2
O=c1[nH]c(=O)n(Cc2ccco2)c2c1C(C(F)(F)F)(C(F)(F)F)N=C(Cc1ccccc1)N2
    /	-8	/	1	/	-2.1	10	/
CCCCn1c(N)c(N(CC)C(=O)COc2ccc(C#N)cc2)c(=O)[nH]c1=O
    3	-8	0.0	-7	1	-0.6	7	1
C[C@@H]1CN([C@H](C)CO)C(=O)c2cc(C#Cc3ccc(F)cc3)cnc2O[C@@H]1CN(C)CC1CCOCC1
    2	-4	-0.8	1	0	-0.2	11	8
C[C@H](CO)N1C[C@H](C)[C@@H](CN(C)C(=O)NC2CCCCC2)Oc2c(NC(=O)c3nc4ccccc4s3)cccc2C1=O
    9	2	-0.9	0	3	0.0	15	5
Cc1cc(C)cc(NC(=O)N2CCc3ccccc3C2)c1
    -12	-6	0.0	45*	-60	/	8	-4
COc1cccc(-c2nnc(-c3ccco3)o2)c1
    /	14	0.0	/	/	-0.7	0	/
C[C@@H]1CN([C@H](C)CO)C(=O)c2cc(/C=C/c3ccccc3)cnc2O[C@H]1CN(C)S(=O)(=O)c1ccc(F)cc1
    17	4	0.0	2	-10	1.7	2	0
CCc1cc(C(=O)Cc2ccccn2)c(O)cc1O
    -27	-7	0.2	-6	14	0.2	5	-1
CN(C)c1ccc2c(c1)[C@H]1C[C@H](CC(=O)NCc3ccccc3)O[C@@H](CO)[C@H]1O2
    -131	-8	0.5	5	0	-0.7	-15	-10
O=C(Nc1ccc(Cl)c(C(F)(F)F)c1)C(=O)N1CCCCC1
    -4	/	0.0	/	-52	/	0	-6
COCC(=O)Nc1ccc2c(c1)OC[C@@H](C)N(Cc1cncnc1)C[C@@H](C)[C@H](OC)CN(C)C2=O
    0	/	0.5	/	/	-0.1	-4	23
CCOC(=O)C(NC(=O)c1cccc(Cl)c1)(OCc1ccccc1)C(F)(F)F (configuration not stated)
    2	2	0.0	/	-2	-1.7	1	2
COc1ccc(OC)c(NC(=O)C2(C)CCN2C(=O)C2(c3ccc(Cl)cc3)CCC2)c1 (configuration not stated)
    -8	2	0.2	1	-4	-3.3	5	-1
NC(=O)c1ccc(NC(=O)CN2CCN(c3ccccc3)CC2)cc1
    1	2	0.0	0	7	0.0	-5	3
C[C@H](CO)N1C[C@H](C)[C@H](CN(C)CC2CC2)Oc2c(NC(=O)Nc3ccccc3)cccc2C1=O
    12	-3	-1.4	0	2	-0.9	-1	3
CCn1cnc2cc(NS(=O)(=O)c3ccc(OC)c(OC)c3)ccc21
    4	2	0.0	3	7	0.2	6	-4
CCn1cc(CN2CCCC(C(=O)Nc3cccc(-c4cc5ccccc5[nH]4)c3)C2)cn1 (configuration not stated)
    -4	8	0.1	-5	14	/	15	2
C[C@H](O)C#Cc1cnc2c(c1)C(=O)N([C@@H](C)CO)C[C@@H](C)[C@@H](CN(C)C(=O)c1ccccc1F)O2
    -7	-12	0.0	-2	5	/	/	-1
COc1ccc2nc(C)cc(N3CCC(C(N)=O)CC3)c2c1
    -7	28	0.0	-8	-3	0.0	1	10
COC(=O)CC#C[C@H](C)[C@@H](NS(=O)(=O)c1ccc(C)cc1)C1CCCCC1
    -18	/	0.1	/	-3	0.3	-4	-5
CCOC(=O)C1=C(CS(=O)(=O)c2ccc(C)cc2)NC(=O)NC1c1cc(OC)c(OC)c(OC)c1 (configuration not stated)
    -2	1	0.1	1	0	-0.2	-5	6
O=C(COC(=O)c1cc(=O)[nH]c2ccccc12)NC1CCCC1
    -7	/	0.1	/	17	/	-2	-5
Cc1ccc(S(=O)(=O)N2CCOC23CCN(C(=O)c2ccc(Cl)cc2Cl)CC3)cc1
    -2	-8	0.3	0	/	/	-8	-4
C/C(CC(=O)Nc1cccc(Cl)c1Cl)=N\NC(=O)c1ccccc1Br
    -9	9	0.0	-6	3	1.7	-9	2
COc1ccccc1NC(=O)N[C@@H]1CC[C@@H](CCn2cc(-c3cccnc3)nn2)O[C@@H]1CO
    2	-15	0.5	-10	-3	-0.5	1	0
C[C@H](CO)N1C[C@H](C)[C@@H](CN(C)S(=O)(=O)c2cccs2)Oc2c(cccc2N(C)C)C1=O
    3	-3	-0.1	4	3	/	1	5
O=[N+]([O-])c1ccc2nonc2c1Nc1cccc(F)c1
    -25	0	0.0	-4	-11	0.0	3	-8
COc1ccc(CNCC(=O)Nc2cc(OC)cc(OC)c2)cc1
    -2	14	0.7	4	0	0.2	4	-3
C=CCn1c(C)cc(C(=O)COC(=O)c2n[nH]c(=O)c3ccccc23)c1C
    -8	9	0.1	29	-8	0.0	9	-2
Nc1cc(=O)[nH]c(=O)n1Cc1ccccc1
    2&14	2&-1	0.4	-7	-5&3	0.6	16	5&0
OC1c2cc(Cl)cc(Cl)c2N=C2CCCN21 (configuration not stated)
    -9	2	0.0	-6	-14	0.2	15	-9
CCn1ncc(C2=NOC(C(=O)Nc3c(C)nn(Cc4ccc(F)cc4)c3C)C2)c1C (configuration not stated)
    -1	2	0.0	9	2	-0.2	5	-2

# (cont.)
# Screens in order – RAD52 inh	RAD54 branch	XiGFP reactiv	esBAF inh	EWS-Fli block	E-selectin induc	FN deposition inh	S100A4 MyoIIA
Cc1cccc(N2CCN(c3nnc(C(F)(F)F)s3)CC2)c1
    -13	/	0.3	/	-15	7.0	-8	20
Cc1ccc(-c2nnc(Nc3ccc(CC(N)=O)cc3)c3ccccc23)cc1S(N)(=O)=O
    -8	16	0.0	-6	0	/	6	0
C/C=C/c1ccc([C@@H]2[C@@H](CO)N3C(=O)CN(Cc4ccc(C)cc4)C[C@@H]23)cc1
    -15	/	0.1	/	/	0.1	/	-8
C[C@H](CO)N1C[C@H](C)[C@@H](CN(C)S(=O)(=O)c2cn(C)cn2)Oc2ccc(N(C)C)cc2CC1=O
    -4	0	-1.2	-6	4	0.2	-1	-1
Oc1ccc(Cl)cc1CNCc1cccc2ccccc12
    -11	6	0.1	0	-4	-0.1	1	-4
Cn1cccc1/C=N/NC(=O)CNc1cccc2ccccc12
    -6	-1	0.0	/	-11	-0.1	-5	0
C[C@H](CO)N1C[C@H](C)[C@@H](CN(C)Cc2cccnc2)Oc2ncc(C3=CCCC3)cc2C1=O
    4	-1	0.4	-3	-13	1.0	-2	1

# High-throughput results as filed in PubChem.
